Compound activity (PubChem BioAssay)
EP2 modulator: modulators of human EP2 prostaglandin E2 receptor. induction, % at 25 µM. AID 940. EP2-expressing cells, cAMP HTRF FRET, PGE2 co-stimulation. hit rate 0.83% among 260,000. P43116;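 active means compounds whose cAMP rise, as percent of the full-agonist control response, exceeds 60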;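 further: rat C6 glioma line stably carrying human EP2 under a CMV promoter; the protocol text gives 20 µM as final concentration; 100% = response of wells given 1 µM PGE2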
Target sequence (P43116 whole entry, looked up): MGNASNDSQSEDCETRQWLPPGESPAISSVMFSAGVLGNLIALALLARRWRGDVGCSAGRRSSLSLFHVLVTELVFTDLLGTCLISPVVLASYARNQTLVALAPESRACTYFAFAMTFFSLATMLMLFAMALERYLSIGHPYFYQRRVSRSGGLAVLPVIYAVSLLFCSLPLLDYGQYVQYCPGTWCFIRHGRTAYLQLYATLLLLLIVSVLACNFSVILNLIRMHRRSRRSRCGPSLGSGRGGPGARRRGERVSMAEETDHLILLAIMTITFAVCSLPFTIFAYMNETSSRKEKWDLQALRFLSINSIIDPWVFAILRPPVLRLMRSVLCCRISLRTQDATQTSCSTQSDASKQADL
zVAD death inh: blocks zVAD induced death of L929 cells | L929 zVAD necroptosis rescue, ATP luminescence, 24 h; with zVAD 60 µM | viability rescue, % at 10 µM | hit rate 0.38% among 220,000;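 active means activation, scaled between plate controls, above about 75%, limit read from the data; inactive means activation under that limit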;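 further: 0% = zVAD with DMSO and 100% = DMSO alone without zVAD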
Runt-CBFb FRET: Runt domain-CBFb interaction inhibition; hit rate 0.46% among 220,000; Q01196+Q13951; inhibition, % at 20 µM; Cerulean-Runt/Venus-CBFb FRET ratio 530/480, 1 h; AID 1496;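 active means inhibition over about 50% at 20 µM in the single-dose screen, limit read from the data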;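 further: 0% = DMSO wells and 100% = excess unlabeled CBFb competitor control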
Target sequence (Q01196 whole entry, looked up, the tested form may be a part): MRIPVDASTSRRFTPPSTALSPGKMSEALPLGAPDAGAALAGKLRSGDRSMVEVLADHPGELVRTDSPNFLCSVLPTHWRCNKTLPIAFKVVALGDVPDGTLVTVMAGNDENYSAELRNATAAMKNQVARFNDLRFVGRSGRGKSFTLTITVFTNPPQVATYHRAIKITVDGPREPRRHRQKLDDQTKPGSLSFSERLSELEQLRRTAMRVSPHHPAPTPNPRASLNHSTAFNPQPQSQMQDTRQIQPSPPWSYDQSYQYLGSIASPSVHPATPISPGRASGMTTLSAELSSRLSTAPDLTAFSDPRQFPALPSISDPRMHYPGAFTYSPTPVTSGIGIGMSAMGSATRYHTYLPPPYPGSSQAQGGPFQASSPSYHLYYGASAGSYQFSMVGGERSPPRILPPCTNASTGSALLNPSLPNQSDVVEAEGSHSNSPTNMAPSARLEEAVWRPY
Target sequence (Q13951 whole entry, looked up, the tested form may be a part): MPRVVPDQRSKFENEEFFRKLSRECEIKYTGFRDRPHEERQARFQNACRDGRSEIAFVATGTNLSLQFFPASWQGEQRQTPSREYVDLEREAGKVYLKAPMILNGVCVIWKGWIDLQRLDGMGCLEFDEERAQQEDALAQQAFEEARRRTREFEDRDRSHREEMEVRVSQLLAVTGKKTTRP
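Measured by: fluorescence energy transfer, 422 nm excitation, 530/480 nm emission; test system: Cerulean-tagged RUNX1 Runt domain (FRET donor) fusion protein; buffer or medium: Tris pH 7.5 buffer with BSA; compound: one dose, 20 µM compound, 1% DMSO; times: two 1 h room-temperature incubations shielded from light; benchmarks: unlabeled CBFb 5 µM, positive control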
RBBP9 inh: blocks human serine hydrolase RBBP9; O75884; recombinant RBBP9, FP-Rh probe fluorescence polarization; inhibition, % at 7.94 µM; hit rate 0.2% among 220,000; AID 1515;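 active means inhibition above the campaign mean of all tested compounds plus 3 SD, cut at about 14% in these data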;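 further: plate controls were DMSO wells with RBBP9 for no effect and wells lacking RBBP9 protein for full effect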
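system = RBBP9 protein | input = RBBP9 at 2.5 µM in dispensed solution, before mixing | measured by = fluorescence polarization (mP), excitation 525 nm, emission 598 nm | incubation = enzyme-compound preincubation 30 min, then probe labeling 45 min, 25 °C | buffer or medium = Tris-NaCl-Pluronic buffer, pH 8.0 | compound = single dose 7.94 µM | also added = FP-Rh probe, 375 nM dispensing solution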
EP2 antag: inhibitors of human EP2 prostaglandin E2 receptor; P43116; C6 glioma cells expressing human EP2, cAMP TR-FRET; cells stimulated with saturating PGE2; inhibition, % at 25 µM; hit rate 0.52% among 260,000;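 active means percent inhibition above 40 after rounding to a whole number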;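 further: rat C6 glioma host cells with rolipram phosphodiesterase inhibitor present; the protocol text gives 20 µM as final concentration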
PERK inh: inhibitors of human PERK kinase; Q9NZJ5; CHO PERK-DD fusion, SEAP luminescence translation reporter; inhibition, % at 5.6 µM; hit rate 0.17% among 220,000;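 active means inhibition above the mean inhibition of all tested compounds plus 3 SD, set separately per screening campaign, cut at about 2.9% in these data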;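 further: PERK kinase domain activated by AP20187 dimerizer at 100 nM; 0% = DMSO with dimerizer and 100% = rapamycin at 8.4 µM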
TNF death inh: TNF-alpha cell death inhibition in Jurkat FADD-/- cells. AID 463075. activation (protection from cell death), % at 10 µM. hit rate 0.068% among 220,000. Jurkat FADD-/- TNF necroptosis rescue, ATP luminescence, 24 h; 0 = TNF only, 100 = no-TNF cells;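 active means activation, meaning protection from cell death, of at least 50% relative to plate controls; inactive means activation below 50%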;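 further: necroptosis triggered by 40 ng/mL TNF-alpha added together with compound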
Runt-SMMHC FRET: Runt domain-CBFb-SMMHC interaction inhibition. Q01196+Q13951. Cerulean-Runt/Venus-CBFb-SMMHC FRET ratio 530/480, 1 h. inhibition, % at 20 µM. hit rate 0.74% among 220,000. AID 1434;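 active means mean inhibition across duplicate retests at 20 µM reaching about 50%, limit read from the data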;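 further: 0% = DMSO wells and 100% = wells with excess untagged CBFb-SMMHC; inhibitors lower the FRET ratio by blocking Runt binding to CBFb-SMMHC; some results filed as inactive read as strong as hits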
Hck Nef HTS: blocks Nef-activated human Hck kinase; inhibition, % at 20 µM; Recombinant Hck-YEEI plus Nef, Z-Lyte FRET kinase assay; hit rate 0.68% among 220,000; P08631; AID 463187;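 active means Hck-Nef kinase inhibition above about 50%, limit read from the data; inactive means inhibition below that limit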;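 further: 0% = DMSO with Hck plus Nef and 100% = Hck alone without Nef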
Numbers without * were called inactive; · = no result given; & = joins results of further samples. An excerpt (hit frequency here may not be typical).

No. | canonical_smiles | EP2 modulator | zVAD death inh | Runt-CBFb FRET | RBBP9 inh | EP2 antag
1 | CC(=O)NS(=O)(=O)c1ccc(Nc2ccc([N+](=O)[O-])c3nonc23)cc1 | 3 | -0.7 | -4 | -6 | 5
2 | O=C(O)C1C2C=CC(C2)C1C(=O)OC1CC2CCC1C2 (stereo unspecified) | 17 | -0.7 | 0 | -3 | 12
3 | CS(=O)(=O)N1CCC(C(=O)NCc2ccc(F)cc2)CC1 | 0 | 1.1 | 1 | 3 | 12
4 | O=C(Cc1c[nH]c2ccccc12)NCc1ccccc1F | 9 | 1.4 | -1 | -2 | 6
5 | CCOC(=O)Cc1nc2cc(Cl)ccc2o1 | 17 | -1.1 | 1 | 6 | 7
6 | CC(=O)N(c1ccc(N(C(C)=O)S(=O)(=O)c2cccs2)cc1)S(=O)(=O)c1cccs1 | 25 | -0.3 | 0 | -6 | 12
7 | CCOC(=O)c1c(NC(=O)CSc2nnnn2-c2ccc3c(c2)OCO3)sc(C)c1C | 41 | 0.7 | -1 | 5 | 2
8 | CCOC(=O)C1CCCN(c2c(NCCc3ccc(C)cc3)c(=O)c2=O)C1 (stereo unspecified) | 6 | -0.2 | -1 | 1 | 10
9 | COc1ccc(C(=O)Nc2ccc3c(c2)nc(CN2CCCC2)n3C)cc1 | -31 | 0.2 | -1 | 1 | 4
10 | COc1cc2c(cc1NC(=S)Nc1ccccc1C)oc1ccccc12 | 8 | 0.4 | 4 | 3 | 4
11 | COC(=O)c1c(-c2ccccc2)csc1NC1=NS(=O)(=O)c2ccccc21 | -26 | 0.5 | 7 | 2 | 1
12 | COc1cc(/C=C/C(=O)c2ccc(F)cc2)cc(OC)c1OC | -31 | -0.3 | -4 | 13 | 7

No. | PERK inh | TNF death inh | Runt-SMMHC FRET | Hck Nef HTS
1 | -0.1 | -2.3 | -12 | 26
2 | 0.3 | -2.5 | -2 | -2
3 | 0.7 | 0.0 | 5 | -4
4 | 0.3 | 1.4 | 0 | 20
5 | 1.9 | 1.0 | 0 | 18
6 | 0.5 | -1.1 | -1 | 7
7 | 1.1 | -0.1 | 3 | 1
8 | 0.0 | 1.2 | 0 | -4
9 | 1.8 | -0.3 | 2 | 3
10 | 0.0 | 0.4 | -2 | 1
11 | 1.8 | 1.3 | 3 | 2
12 | 1.1 | -9.8 | -18 | 11

Profiles, quoted from the list. Values in the order: EP2 modulator, zVAD death inh, Runt-CBFb FRET, RBBP9 inh, EP2 antag, PERK inh, TNF death inh, Runt-SMMHC FRET, Hck Nef HTS
Results for `CC(=O)NS(=O)(=O)c1ccc(Nc2ccc([N+](=O)[O-])c3nonc23)cc1` = 3, -0.7, -4, -6, 5, -0.1, -2.3, -12, 26
Results for `CCOC(=O)Cc1nc2cc(Cl)ccc2o1` = 17, -1.1, 1, 6, 7, 1.9, 1.0, 0, 18

(cont.)
No. | canonical_smiles | EP2 modulator | zVAD death inh | Runt-CBFb FRET | RBBP9 inh | EP2 antag
13 | CC1CCCCC1NC(=O)c1ccc(S(=O)(=O)NCC2CCCO2)cc1 (stereo unspecified) | -9&5 | 0.1 | 1 | -7 | 13&8
14 | CC1(C)NC(=O)N(CCOCCOc2ccc3ccccc3c2Br)C1=O | -32 | 1.1 | 0 | -1 | 2
15 | COC(C[C@@H](O)C[C@H](O)COCc1ccccc1)OC | 0 | -1.0 | -2 | · | 10
16 | Cn1c(N)c(C(=O)COC(=O)CCCN2C(=O)c3ccccc3C2=O)c(=O)n(C)c1=O | 9 | 1.8 | -1 | -6 | 2
17 | CCCC(=O)Nc1cc(-c2cn3cccnc3n2)ccc1OC | -1 | -0.4 | -2 | -1 | 6
18 | CCOc1cc2c(C#N)c(N3CCOCC3)nc(N)c2c(N)n1 | -11 | · | -9 | · | 10
19 | CC(C)c1cc(-c2cc(-c3ccccc3)on2)nc(NC2CCCC2)n1 | 27 | -1.0 | 1 | · | 9
20 | COc1ccc(C2SCCN2S(=O)(=O)c2ccccc2)cc1OC (stereo unspecified) | 18 | 0.6 | -1 | -1 | 12
21 | COc1ccc(N2CCN(C(=O)CN(Cc3ccccc3)S(C)(=O)=O)CC2)cc1 | -2 | -0.3 | -3 | 5 | 7
22 | CN(C)C(=O)CSc1nnc(-c2cccs2)n1-c1ccccc1 | -21&11 | 0.1 | 1 | 0 | 7&5
23 | CCc1ccc(NC(=O)Nc2cccc(OC)c2)cc1 | -47 | 53 | -1 | -7 | 4
24 | O=C1CCCC2=C1C(O)(C(F)(F)F)C(=O)N2Cc1ccccc1 (stereo unspecified) | -4 | 0.5 | 1 | -3 | 4

No. | PERK inh | TNF death inh | Runt-SMMHC FRET | Hck Nef HTS
13 | -0.4 | 1.0 | -1 | 15
14 | -1.6 | -0.6 | -3 | -19
15 | · | 1.1 | 1 | 32
16 | -0.4 | -0.5 | 0 | -1
17 | -1.0 | 0.8 | -2 | 5
18 | · | · | -22 | ·
19 | · | 2.8 | -2 | 11
20 | 0.3 | 0.1 | -3 | 1
21 | -0.4 | 0.4 | 1 | 4
22 | 1.3 | 1.4 | -1 | 21
23 | 0.0 | -0.4 | 0 | 1
24 | 0.8 | -0.8 | 2 | 0

(cont.)
No. | canonical_smiles | EP2 modulator | zVAD death inh | Runt-CBFb FRET | RBBP9 inh | EP2 antag
25 | COc1ccc(N2CCN(C(c3cccs3)C(C)NC(=O)c3ccco3)CC2)cc1 (stereo unspecified) | 27 | -0.2 | -2 | 2 | 7
26 | C[C@H](N)c1nnc(SCC(=O)c2ccc(Cl)cc2)o1 | 15 | 1.0 | 0 | -7 | 2
27 | Cc1cccn2c(=O)c(C=O)c(N3CCCCC3)nc12 | 9 | 0.1 | 1 | -6 | 10
28 | Cn1c(Cl)c(/C=N/OC(=O)C2CC2)c2ccccc21 | 24 | 1.4 | -3 | -6 | 1
29 | CCCc1cc2c(=O)c(-c3ccc4c(c3)OCCO4)coc2cc1OC(=O)c1ccco1 | -14 | 0.3 | 0 | -4 | 35
30 | CC(=O)NC(CCS(C)(=O)=O)C(=O)Nc1cc(C)ccc1C (stereo unspecified) | 0 | 0.5 | 1 | -6 | 8
31 | COC(=O)c1sc(N2C(=O)c3oc4ccccc4c(=O)c3C2c2cccs2)nc1C (stereo unspecified) | 34 | -0.1 | -9 | -1 | 10
32 | Cc1ccc(S(=O)(=O)NCC(c2ccco2)N2CCOCC2)cc1 (stereo unspecified) | -15 | 0.0 | 0 | -6 | 6
33 | Cc1cc(Cl)ccc1OCC(=O)Nn1c(C)ccc1C | 6 | 0.0 | 1 | -7 | 13
34 | COc1ccc([N+](=O)[O-])cc1NC(=O)CCN1CCN(CCO)CC1 | -4 | 0.9 | -1 | 3 | 7
35 | Cc1ccccc1C(=O)NNC(=O)CSc1nc(-c2ccccc2)cc(=O)[nH]1 | 29 | 0.3 | -2 | -7 | 8
36 | Cc1ccc(NC(=O)Cn2cnc3sc(C(=O)NCc4ccco4)c(C)c3c2=O)cc1Cl | -1 | -0.2 | -5 | 2 | 6

No. | PERK inh | TNF death inh | Runt-SMMHC FRET | Hck Nef HTS
25 | -1.0 | -1.3 | 1 | -1
26 | 0.1 | 0.6 | 0 | -13
27 | -0.3 | 0.7 | 1 | 24
28 | 0.9 | -0.8 | -3 | 5
29 | -0.1 | -1.1 | -2 | 4
30 | 0.5 | 0.9 | -5 | 0
31 | 1.6 | 0.0 | -24 | 41
32 | -0.4 | -0.6 | -1 | -3
33 | 0.9 | -1.7 | -9 | 0
34 | 0.4 | 1.8 | 2 | 2
35 | 0.9 | -0.6 | -2 | -14
36 | -1.1 | 1.2 | -2 | 0

(further entries)
No. | canonical_smiles | EP2 modulator | zVAD death inh | Runt-CBFb FRET | RBBP9 inh | EP2 antag
37 | N#Cc1c(OCC(=O)c2ccccc2)nc2c(c1-c1ccco1)CCc1ccccc1-2 | 12 | · | -1 | -4 | 3
38 | Cc1ccc2c(c1)C1CN(C)CCC1N2C(=S)Nc1ccc(Cl)cc1Cl (stereo unspecified) | -33 | 1.4 | 3 | 2 | 15
39 | Cc1ccc(NC(=O)/C=C\C(=O)NCC(=O)O)cc1C | 10 | 0.5 | 2 | -3 | 6
40 | O=C(OCCn1cncn1)c1cc2ccccc2oc1=O | 0 | 1.5 | 0 | -7 | 5
41 | Cc1cc(=O)n2[nH]c(N)c(N=Nc3ccccc3)c2n1 | 8 | 0.8 | -5 | -8 | 2
42 | O=C(Cn1cnc2c(nnn2Cc2ccccc2F)c1=O)NCc1ccco1 | 20 | 1.2 | 0 | -7 | ·
43 | Cc1ccc(OCC(=O)NNc2c3ccccc3nc3ccccc23)cc1 | -34 | 2.6 | 5 | -2 | 13
44 | O=S(=O)(/N=C(/Nc1ccccc1)C(F)(F)F)c1ccccc1 | 10 | 0.0 | 0 | 3 | 8
45 | CC(C)(C)NCc1cc2ccccc2[nH]c1=O | -12 | -0.2 | 7 | 0 | 10
46 | COc1ccc(CN(CCCN2CCOCC2)C(=O)Nc2cccc(Cl)c2)cc1OC | -4 | 0.2 | 0 | -3 | -1
47 | CCCCOc1ccc(-c2nnn(CC(=O)Nc3ncc(CC(=O)OCC)s3)n2)cc1 | 12 | 0.3 | -20 | -5 | 24
48 | CCN(N=O)[C@@H](Cc1ccccc1)CN(N=O)[C@@H](Cc1ccccc1)CN(C)N=O | 4 | -1.5 | -3 | -3 | 0

No. | PERK inh | TNF death inh | Runt-SMMHC FRET | Hck Nef HTS
37 | 0.2 | 2.7 | -15 | 2
38 | -0.2 | -2.9 | -2 | 21
39 | 1.9 | 1.0 | 0 | -5
40 | 1.1 | -0.1 | -4 | -1
41 | 0.7 | 0.8 | -6 | 3
42 | -0.9 | -0.3 | -13 | -3
43 | 0.0 | -1.2 | 24 | 12
44 | 0.6 | 1.3 | 5 | 3
45 | 1.7 | 0.5 | 4 | 1
46 | -0.8 | 1.6 | 1 | -1
47 | 0.7 | -1.1 | -17 | 0
48 | 1.5 | 0.4 | 0 | -2

Next records.
No. | canonical_smiles | EP2 modulator | zVAD death inh | Runt-CBFb FRET | RBBP9 inh | EP2 antag
49 | COc1ccc(CNC(=O)CN=C2NC(=O)C(c3ccccc3)(c3ccccc3)N2)cc1 | -1 | 0.8 | -1 | -5 | 6
50 | Cc1nc(C(C)NC(=O)CCc2nnc(CCCc3ccccc3)o2)c(C)s1 (stereo unspecified) | 7 | -0.1 | · | -7 | 8
51 | O=C(O)C1=C[C@H](C2CC2)C[C@H](OCCCCO)O1 | 15 | -0.2 | 0 | -1 | 8
52 | Cc1ccc(S(=O)(=O)NN2C(=O)/C(=C/c3cccn3C)SC2=S)cc1 | -3 | 1.8 | -13 | -11 | 7

No. | PERK inh | TNF death inh | Runt-SMMHC FRET | Hck Nef HTS
49 | 0.8 | 2.9 | -2 | 11
50 | 0.0 | 1.4 | · | 26
51 | 1.6 | 0.4 | -2 | 5
52 | -0.5 | 0.6 | -33 | 0
